XBP1 UPR activ – activators of adaptive arm of unfolded protein response (XBP1) | CHO-XBP1 luciferase reporter, IRE1-XBP1 UPR activation, luminescence; percent of tunicamycin response, DMSO as zero | activation, % at 20 µM | 330,000 compounds, 0.33% hits;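 active means versus positive control, 20 µM dose yields 30% or more activation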;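 further: 100% = tunicamycin at 10 µg/mL and 0% = DMSO only wells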
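Assay system: CHO-XBP1 luciferase reporter cells; Schedule: 6 h treatment, 37 °C; Detection: glow luminescence from Steady-Glo reagent; Benchmarks: high control tunicamycin 10 µg/mL final, low control DMSO vehicle only.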
697 NFkB inh – inhibitors of the PMA/ionomycin-induced NF-kB reporter in 697 B cells | AID 435022 | 330,000 compounds, 0.33% hits | inhibition, % at 4 µM | 697 B-cell NF-kB luciferase reporter, 16 h; in the data active means inhibition above about 35%
tim23-1 inh – inhibits growth of tim23-1 mutant yeast; 330,000 compounds, 1.3% hits; S. cerevisiae tim23-1 growth, BacTiter-Glo luminescence, 24 h; inhibition, % at 20 µM;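 active means growth inhibition of the mutant yeast at or above 50%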;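 further: temperature-sensitive mutant grown at 25 °C; plate controls were DMSO-treated mutant yeast for no effect and medium wells lacking yeast for full effect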
Jurkat NFkB inh – lowers PMA/ionomycin-induced NF-kB signal in Jurkat cells | PMA/ionomycin-induced NF-kB luciferase reporter, luminescence | inhibition, % at 4 µM | 330,000 compounds, 0.53% hits | AID 435003; in the data active means inhibition above about 50%
APJ agonist – activates the human apelin receptor APJ; P35414; CHO-K1 APJ PathHunter beta-arrestin, luminescence; 0% DMSO wells, 100% apelin; activation, % at 20 µM; 330,000 compounds, 0.11% hits; AID 2520;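 active means activation more than six SD over the plate average, tested at 20 µM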;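 further: 0% = DMSO alone and 100% = apelin-13 at 10 nM; some results filed as inactive read as strong as hits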
Target sequence (P35414 whole entry, looked up): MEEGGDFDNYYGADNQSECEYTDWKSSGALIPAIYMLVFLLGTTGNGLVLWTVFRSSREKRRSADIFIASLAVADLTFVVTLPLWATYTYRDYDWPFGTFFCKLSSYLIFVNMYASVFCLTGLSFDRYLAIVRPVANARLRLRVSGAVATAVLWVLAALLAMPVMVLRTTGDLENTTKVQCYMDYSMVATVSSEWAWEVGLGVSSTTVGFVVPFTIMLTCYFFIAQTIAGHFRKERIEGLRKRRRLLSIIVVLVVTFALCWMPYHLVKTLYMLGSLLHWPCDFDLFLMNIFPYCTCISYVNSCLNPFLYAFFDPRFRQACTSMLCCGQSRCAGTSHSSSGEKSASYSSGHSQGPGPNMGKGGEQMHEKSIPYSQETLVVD
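system = engineered CHO-K1 APJ arrestin reporter cells | input = 1000 cells per well | timing = overnight seeding, 90 min compound at 25 °C, 1 h detection | measured by = enzyme-fragment complementation luminescence | read-out = beta-arrestin recruitment to APJ as agonist activity, luminescent signal | control set = negative DMSO alone, positive Apelin-13 at 10 nM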
UPR CHOP act – activators of apoptotic arm of unfolded protein response (CHOP) | CHO-CHOP luciferase reporter, UPR activation, luminescence; percent of tunicamycin response over DMSO baseline | 330,000 compounds, 0.34% hits | activation, % at 10 µM;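 active means at 10 µM dose, activation of 40% or more, normalized to positive control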;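 further: 100% = tunicamycin at 10 µg/mL and 0% = DMSO alone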
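measured by = luciferase luminescence | assay system = CHO-CHOP cells, stable luciferase reporter of PERK-eIF2a-CHOP signalling | amount = 500 reporter cells seeded per well | timing = 6 h compound exposure at 37 °C after overnight seeding | controls = positive tunicamycin 10 µg/mL, negative DMSO alone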
APJ antagonist – antagonists of human APJ apelin receptor; P35414; CHO-K1 APJ beta-arrestin complementation, luminescence; inhibition, % at 20 µM; 330,000 compounds, 0.32% hits;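 active means inhibition above about 40% at 20 µM, limit read from the data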;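 further: cells challenged with 10 nM apelin-13 agonist together with compound; plate controls were apelin-13 plus DMSO wells for no effect and DMSO wells lacking apelin-13 for full effect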
Mdm2-MdmX inh – disrupts the human Mdm2-MdmX interaction; inhibition, % at 8 µM; AID 485346; 330,000 compounds, 3% hits; SaOS-2 split-luciferase Mdm2/MdmX complementation, luminescence; O15151+Q00987;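 active means inhibition of at least 50% at 8 µM in the primary screen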
An asterisk follows results filed as active.

SMILES	XBP1 UPR activ	697 NFkB inh	tim23-1 inh	Jurkat NFkB inh	APJ agonist	UPR CHOP act	APJ antagonist	Mdm2-MdmX inh
CCn1cc(C(=O)N2CCc3ccccc3C2)c(=O)c2cc(S(=O)(=O)N3CCCCC3)ccc21	-2	19	7	5	-2	1.4	2	-26
CCn1c(=N)n(CC(O)COc2cccc(C)c2)c2ccccc21 (centres undefined)	3	-30	5	-9	-2	-0.4	4	4
O=C(Nc1ccccc1)c1ccc(-c2ccccc2C(F)(F)F)o1	0	-13	40	-59	12	7.4	-31	-31
CC1(C)CC(=O)C=C(N2CCNCC2)C1	-2	18	10	-5	-2	-1.2	0	-8
CC1(C)C/C(=N/Nc2ccc([N+](=O)[O-])cc2[N+](=O)[O-])C(C)(C)O1	-3	-10	9	4	5	1.3	2	0
Fc1ccc2nc(Nc3nc4c(F)cccc4s3)sc2c1	6	-127	6	-32	-4	6.5	2	26
CCC1=C2CC[C@H]3C(=O)N(CC(=O)OC)C(=O)[C@H]3[C@H]2[C@@]2(C)C(=NCC(=O)OC)OC(=O)N2C1=O	0	20	2	4	-7	-0.3	-63	32
CC(=O)NCCCC(=O)NN1C(=S)N(Cc2ccccc2)C(=O)C1CC(=O)Nc1cccc(C)c1 (centres undefined)	0	0	16	-9	2	-0.3	-9	-25
COc1cccc(-n2nnc3c(=O)n(Cc4ccc(F)cc4)cnc32)c1	-2	-15	17	-7	1	-1.3	30	-3
Cc1ccc(-c2cc(=O)c3ccc(Cl)cc3[nH]2)cc1	2	-10	6	-9	0	-1.0	9	12
O=c1c2c(ncn1Cc1ccccc1)nc1n2CCC1	-4	5	-4	3	-1	-1.1	7	20
CCN(CC1CCCN(CCc2cccc(F)c2)C1)C(=O)c1cc(C)oc1C (centres undefined)	-7	-12	12	1	-7	3.6	14	7
COC(=O)c1ccc(C2/C(=C(/O)c3ccc4c(c3)CC(C)O4)C(=O)C(=O)N2Cc2ccncc2)cc1 (centres undefined)	-8	-19	4	-10	1	0.4	-28	-22
COc1ccc(-c2nc(CSCC(=O)NC3CCN(Cc4ccccc4)CC3)c(C)o2)cc1OC	-2	-26	1	11	-3	-1.3	-1	23
COc1cc(/C=C2\SC(=S)N(NC(=O)c3ccc(O)cc3)C2=O)ccc1O	1	-7	17	-2	-8	1.7	56*	12
CCOC(=O)N1CCC(NC(=O)c2cc(C(=O)Nc3ccc(OCC)cc3)ccc2CO)CC1	-3	-26	-4	7	5	3.7	23	-13
CCc1ccccc1N(C(=O)CCC(=O)Nc1cc(C)on1)C(C(=O)NC1CCCC1)c1ccco1 (centres undefined)	-2	17	18	6	-3	0.8	5	1
Cc1nn(-c2ccccc2)c(N2CCCC2)c1/C=N/NC(=O)c1cc(-c2cccs2)nc2ccccc12	-2	0	14	13	-4	-0.5	6	31
Nc1nc(SCc2c(F)cccc2Cl)[nH]c(=O)c1-c1ccccc1	2	-36	-8	-8	-5	0.2	-9	-27
Cc1cc(NC(=O)C(C)C)ncc1NC(=O)c1cccc(F)c1	-1	-10	7	-2	-4	0.1	0	-6
CCN(CC(=O)NCc1ccc(F)cc1)CC(O)COCc1cccc(OC)c1 (centres undefined)	-1	-4	2	-3	-4	0.0	-1	9
CC(C)N1C(=O)CC(Nc2ccc(N3CCOCC3)cc2)C1=O (centres undefined)	1	-94	-1	-53	-1	1.5	-9	-7
CNC(=O)CSc1nc2ccccc2c(=O)n1-c1cc(OC)ccc1OC	-3	20	19	-8	-1	-0.2	0	-6
O=C(CCCn1c(=S)[nH]c2ccccc2c1=O)N1CCN(c2cccc(Cl)c2)CC1	3	-20	-11	10	1	0.8	0	3
Cc1cc(C)nc(/N=C(\N)Nc2ccccc2-c2ccccc2)n1	-1	-63	1	35	-1	-0.7	15	39

The final three compounds of the section before lead into the next:
SMILES	XBP1 UPR activ	697 NFkB inh	tim23-1 inh	Jurkat NFkB inh	APJ agonist	UPR CHOP act	APJ antagonist	Mdm2-MdmX inh
CNC(=O)CSc1nc2ccccc2c(=O)n1-c1cc(OC)ccc1OC	-3	20	19	-8	-1	-0.2	0	-6
O=C(CCCn1c(=S)[nH]c2ccccc2c1=O)N1CCN(c2cccc(Cl)c2)CC1	3	-20	-11	10	1	0.8	0	3
Cc1cc(C)nc(/N=C(\N)Nc2ccccc2-c2ccccc2)n1	-1	-63	1	35	-1	-0.7	15	39
CCOC(=O)C1C(=O)CC(C)(O)C(C(=O)OCC)C1c1ccco1 (centres undefined)	-3	15	17	9	-4	-0.4	2	11
COc1ccccc1-c1nnc(NC(=O)CCS(=O)(=O)c2ccccc2)o1	-2	-5	8	16	1	1.1	3	29
COc1ccc(-n2c(O)c(/C=N/NS(=O)(=O)c3cc(C)ccc3C)c3ccccc3c2=O)cc1OC	-1	-13	-2	1	2	-2.7	-4	-12
Cc1ccc(C(=O)N2CCCCCC2)cc1S(=O)(=O)N1CCOCC1	-2	-11	20	4	-3	0.8	-43	4
COc1cccc(CC(=O)OCC(=O)N(C)CC(=O)Nc2ccc(F)cc2)c1	-1	-1	3	-9	-2	-0.7	1	-41
COc1ccc(Cl)cc1NC(=O)CCS(=O)(=O)c1ccc(C)cc1	-4	9	23	18	-3	-1.2	15	6
Clc1ccc(/C=N/Nc2nnc(Cl)c3ccccc23)cc1	6	-79	11	-78	1	4.8	7	36
Cc1nnc(SCC(=O)c2ccc(Br)cc2)s1	4	2	25	5	-1	3.3	-4	19
CC1CCc2sc(C(=O)NC3CCN(Cc4ccccc4)CC3)cc2C1 (centres undefined)	-3	16	-3	-1	-2	-0.7	7	33
CSC(=Nc1cccc(C)c1)NC#N	-1	8	21	4	1	0.1	7	-14
N#CC(=C=[N-])c1nc2ccccc2nc1-[n+]1cccc(NC(=O)c2cccs2)c1	1	-10	27	-2	-2	1.5	19	21
O=C(Cn1cnc2c(nnn2Cc2ccccc2)c1=O)NCc1ccco1	-2	7	13	4	-3	-0.3	7	0
O=S(=O)(c1ccc(-c2csc(-c3cccnc3)n2)cc1)N1CCCC1	2	-6	31	-5	-1	0.7	10	-9
CSc1nnc(-c2cnccn2)n1C	1	25	-1	1	-2	-3.0	16	10
CC(C)c1ccc(C(=O)N2CCCN(C(=O)c3ccc(C(C)C)cc3)CC2)cc1	-1	8	24	5	-3	2.3	-14	10
Cc1ccc(CNC(=O)CCCn2c(=O)c3ccccc3n(CC(=O)NC3CCCC3)c2=O)cc1	-2	26	8	5	0	-3.7	23	7
CCOC(=O)C1=NOC(CN(c2ccccc2)S(=O)(=O)c2ccc(Cl)cc2)C1 (centres undefined)	0	1	27	2	-3	1.2	12	10
CCn1c(SCc2nnc(-c3ccccc3)o2)nnc1-c1ccc(S(=O)(=O)N2CCCC2)cc1	0	8	12	7	-2	0.4	4	12
Cc1ccc(S(=O)(=O)N2CCN(C(=O)CCC(=O)NCc3cccc(C(F)(F)F)c3)CC2)cc1	-4	18	-8	-1	1	-0.5	-40	-6
Cc1c(C(=O)N2CCc3ccccc3C2)oc2ccc(S(=O)(=O)N3CCCCCC3)cc12	-3	-31	36	-5	0	1.0	-1	2
Cn1c(=O)c2c(ncn2CC(O)CNc2ccc(Br)cc2)n(C)c1=O (centres undefined)	-1	-9	18	13	1	-0.2	9	5
CCc1nnc(NS(=O)(=O)c2ccc(NC(=S)NC(=O)/C=C/c3ccc([N+](=O)[O-])cc3)cc2)s1	0	10	24	-12	1	1.0	-10	-12
O=C(CCC1CCCN(c2ncccn2)C1)NCc1ccccc1F (centres undefined)	-1	12	-4	-11	1	0.6	-6	6
O=C(C1=C(O)C(=O)N(CCN2CCOCC2)C1c1cccs1)c1cc2ccccc2o1 (centres undefined)	1	-2	-5	-6	-7	2.8	56*	25
COc1ccc(OC)c(NC(=O)C(=O)NNC(=O)C23CC4CC(CC(C4)C2)C3)c1	-4	23	-8	4	-3	-0.9	14	22
Going on with the list.
SMILES	XBP1 UPR activ	697 NFkB inh	tim23-1 inh	Jurkat NFkB inh	APJ agonist	UPR CHOP act	APJ antagonist	Mdm2-MdmX inh
CCCCn1c(SCC(N)=O)nc2ccc(N3CCOCC3)cc2c1=O	0	-3	16	-1	1	-0.5	-15	15
CC1CCCCC1NC(=O)/C=C/c1nc2ccccc2s1 (centres undefined)	1	-12	31	-49	-1	3.2	8	10
Cc1ccc(-c2cc(C(=O)O)c3cc(Br)ccc3n2)o1	-1	13	4	6	-5	0.8	29	-14
O=C(/C=C/c1cccc(F)c1)OCC(=O)N1CCCC1	4	0	4	5	-4	1.5	-2	18
CC(C)CCN1CCN(Cc2cccc(-n3cccn3)c2)CC1CCO (centres undefined)	-1	4	5	10	-2	-0.6	-9	6
O=C(C1CC1)N1CCc2cc(S(=O)(=O)NCC3COc4ccccc4O3)ccc21 (centres undefined)	-3	-11	27	-5	2	-0.8	-12	12
Cc1cc(C)nc(NS(=O)(=O)c2ccc(NC(=O)CN3C(=O)c4ccccc4C3=O)cc2)n1	-1	11	11	-1	-6	-1.4	15	9
O=C(CS(=O)(=O)c1cn(CC(=O)N2CCCC2)c2ccccc12)Nc1ccccc1F	-6	-9	19	-4	1	0.9	-17	10
Cc1nn(Cc2noc(C(=O)NCc3ccc4c(c3)OCO4)n2)c(C)c1Br	2	15	24	14	1	0.9	-5	4
CCOc1ccc(NC(=O)C2CC(=O)N(c3ccccc3F)C2)cc1 (centres undefined)	-1	11	14	-17	-2	0.0	-1	7
CCc1nnc(NC(=O)CSc2nnc(Cc3cccn3C)n2C)s1	1	-2	3	-6	4	0.0	7	16
c1cncc(CSc2nnc(-c3cccnc3)n2Cc2ccco2)c1	1	3	7	0	-1	0.4	4	20
CC(C)Oc1ccc(C(=O)NC2(C(F)(F)F)N=C3SCCN3C2=O)cc1 (centres undefined)	-2	6	-2	0	0	-2.8	-3	8
Cc1ccnc(SCc2cc(=O)c(OC(=O)c3ccccc3)co2)n1	2	4	39	-9	-3	0.6	0	25
Cc1nc(C/C(=N\Nc2ccccc2)c2ccc(O)cc2O)cs1	3	6	29	9	-1	-0.5	5	-18
Cc1cccc(C(C)C)c1NC(=O)CN(C)Cc1cccc(F)c1	-3	2	40	4	-5	0.8	-4	18
O=C(Nc1ccc(Br)cc1)N1CCCCCCC1	1	-38	13	-36	-7	0.9	-32	-1
CCN(c1ccc(OC)cc1)S(=O)(=O)c1nnc(NC(=O)C2CCCCC2)s1	-3	4	-13	21	12	0.3	-16	4
O=C(Cc1ccc(S(=O)(=O)N2CCCCC2)s1)Nc1cccc2ccccc12	-1	-2	14	5	1	3.6	11	24
CSc1cccc(NC(=O)N2CCCC(CNS(=O)(=O)Cc3ccccc3)C2)c1 (centres undefined)	-6	-36	20	-4	-4	-1.7	-14	-4
O=C(/C=C/c1ccccc1)N1c2ccccc2Sc2ccc(C(F)(F)F)cc21	-3	-2	25	-2	-1	0.1	-9	-8

Already shown: entries from further up.
SMILES	XBP1 UPR activ	697 NFkB inh	tim23-1 inh	Jurkat NFkB inh	APJ agonist	UPR CHOP act	APJ antagonist	Mdm2-MdmX inh
CCCCn1c(SCC(N)=O)nc2ccc(N3CCOCC3)cc2c1=O	0	-3	16	-1	1	-0.5	-15	15
CC1CCCCC1NC(=O)/C=C/c1nc2ccccc2s1 (centres undefined)	1	-12	31	-49	-1	3.2	8	10
Cc1ccc(-c2cc(C(=O)O)c3cc(Br)ccc3n2)o1	-1	13	4	6	-5	0.8	29	-14
O=C(/C=C/c1cccc(F)c1)OCC(=O)N1CCCC1	4	0	4	5	-4	1.5	-2	18
CC(C)CCN1CCN(Cc2cccc(-n3cccn3)c2)CC1CCO (centres undefined)	-1	4	5	10	-2	-0.6	-9	6

Source: PubChem BioAssay (Sanford-Burnham Center for Chemical Genomics)
